Source: PubChem (National Center for Advancing Translational Sciences (NCATS))
D2 agonist – agonists of human D2 dopamine receptor; HEK293 T-REx D2 cells, calcium flux agonist mode; 340,000 compounds, 0.53% hits; activation, % at 2 µM; P14416;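 active = activation over 3 SD above normal in the single-dose calcium agonist read, cut at about 30% in these data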; also: 0% is about no effect
Target sequence (P14416 whole entry, looked up): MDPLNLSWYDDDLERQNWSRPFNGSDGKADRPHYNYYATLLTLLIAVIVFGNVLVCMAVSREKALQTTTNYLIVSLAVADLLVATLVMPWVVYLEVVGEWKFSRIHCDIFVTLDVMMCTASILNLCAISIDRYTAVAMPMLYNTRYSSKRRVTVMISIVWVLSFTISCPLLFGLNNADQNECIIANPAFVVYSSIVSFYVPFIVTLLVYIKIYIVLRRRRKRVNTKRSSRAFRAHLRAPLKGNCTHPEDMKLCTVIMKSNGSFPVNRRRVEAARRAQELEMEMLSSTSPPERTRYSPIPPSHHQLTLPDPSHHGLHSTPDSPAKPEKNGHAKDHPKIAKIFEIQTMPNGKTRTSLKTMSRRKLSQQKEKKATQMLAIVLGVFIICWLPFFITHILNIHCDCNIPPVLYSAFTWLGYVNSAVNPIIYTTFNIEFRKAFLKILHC
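Calcium-flux readout, 1 cycle/sec over 180 s following compound pin transfer, in inducible HEK293 Trex D2 cells (force-coupled); dopamine controls included. Positive calcium responses during this window marked compounds as potential agonists.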
D1 ag – activates the human D1 dopamine receptor. HEK293 T-REx D1 cells, calcium flux, agonist mode. activation, % at 2 µM. 360,000 compounds, 1% hits; in the data active = activation above about 30%; also: 0% is about no effect
Target sequence (P21728 whole entry, looked up): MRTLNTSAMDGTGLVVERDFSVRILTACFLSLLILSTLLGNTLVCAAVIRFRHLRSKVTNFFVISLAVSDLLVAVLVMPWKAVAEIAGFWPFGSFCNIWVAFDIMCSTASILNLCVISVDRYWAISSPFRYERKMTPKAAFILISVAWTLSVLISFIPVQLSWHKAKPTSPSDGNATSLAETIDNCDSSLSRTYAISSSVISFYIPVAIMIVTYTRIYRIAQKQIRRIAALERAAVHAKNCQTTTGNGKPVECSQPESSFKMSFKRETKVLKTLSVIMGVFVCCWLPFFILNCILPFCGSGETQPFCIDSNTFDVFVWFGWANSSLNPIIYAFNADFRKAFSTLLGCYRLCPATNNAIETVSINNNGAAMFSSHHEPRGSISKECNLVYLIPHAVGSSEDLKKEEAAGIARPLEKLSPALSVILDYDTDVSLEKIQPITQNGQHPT
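Agonism was scored from calcium flux recorded over 180 s (1 read/s) after pintool compound addition, following a 10-cycle baseline. Cells were inducible force-coupled HEK293 TREx D1, plated overnight at 30 C and loaded with no-wash calcium dye.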
D2 antag – antagonizes the human D2 dopamine receptor | P14416 | HEK293 TREx D2 cells, calcium flux, dopamine EC80 | inhibition, % at 10 µM | 340,000 compounds, 2% hits | AID 485344; in the data active = inhibition above about 30%; also: 0% is about no effect
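Calcium flux kinetic readout in an inducible HEK293 TREx D2 line plated overnight at 30 C. After 180 s compound exposure, an EC80 dopamine challenge follows with another 180 s kinetic read to detect antagonism.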
D1 antag – antagonists of human D1 dopamine receptor; P21728; HEK293 TREx D1 cells, calcium flux, dopamine EC80; hits give low values; activity change, negative = inhibition, % at 10 µM; 360,000 compounds, 3.2% hits; in the data active = activity change below about -30%; also: % is scaled to controls: 0 for no effect and ±100 for the full control effect
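Antagonism measured as reduced calcium response to an EC80 dopamine addition following 180 s compound pre-read; cells were inducible HEK293 Trex D1 plated overnight at 30 C, read kinetically at 1 cycle/sec.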
TRHR enhancer – TRH receptor (human) allosteric enhancement | TRHR cells, fluo-8 calcium fluorescence, EC20 TRH enhancement | enhancement, % at 2 µM | 360,000 compounds, 0.66% hits | AID 493056; in the data active = enhancement above about 30%; also: 0% is about no effect
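TRHR-expressing cells loaded with fluo-8 calcium dye were read kinetically (ex 480/em 530) during compound addition, then stimulated with an EC20 of TRH (10 nM final). Enhancement of the Gq-mediated intracellular calcium response was scored.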
D1 PAM – enhances dopamine response at the human D1 receptor; P21728; HEK293 TREx D1 cells, calcium flux, dopamine EC20 potentiation; potentiation, % at 10 µM; 360,000 compounds, 0.036% hits; AID 504651; in the data active = potentiation above about 30%; also: 0% is about no effect
D2 PAM – positively modulates the human D2 dopamine receptor allosterically | potentiation, % at 10 µM | HEK293 T-REx D2, calcium flux, EC20 dopamine potentiation | P14416 | 340,000 compounds, 0.34% hits | AID 485347;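 active = potentiation over 3 SD above the plate norm, cut at about 30% in these data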; also: 0% is about no effect
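Potentiation of an EC20 dopamine calcium response is measured in a force-coupled, tetracycline-inducible Hek293 Trex D2 line. Compound-only kinetic reads over 180 s flag agonists before dopamine addition.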
RXFP1 ag – agonists of human relaxin receptor RXFP1. HEK293T-RXFP1 cAMP TR-FRET, 30 min; response scale: percent of porcine relaxin response, buffer zero. Potency, µM (series often up to 57.5 µM), for inactives: top-dose activation, most hits filed as activators. 370,000 compounds, 0.3% hits. AID 2676; active = well fitted activation curve with a large enough effect; inconclusive = small, poorly fitted or top-dose-only effect; also: potency is read from the fitted curve at half-maximal effect; % is scaled to controls: 0 for no effect and ±100 for the full control effect; nearly all actives have a fitted effect of over 60% in size; many of its hits are not listed in these tables
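Agonist response is measured as cAMP accumulation in an RXFP1-transfected HEK293T line under PDE4 inhibition. Values are scaled between buffer-only and 29 nM porcine relaxin, and EC50s come from standard Hill equation fits.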
RXFP1 antag – antagonists of human relaxin receptor RXFP1 | AID 1259400 | HEK293-RXFP1, relaxin-stimulated cAMP HTRF, 30 min; hits give low values | 350,000 compounds, 0.59% hits | activity change, negative = inhibition, % at 57.5 µM;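 active = activity change of -60% or lower, but not beyond a set lower limit; inconclusive = change between -60% and -40%, or beyond the set limit; inactive = change above -40%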; also: % is scaled to controls: 0 for no effect and ±100 for the full control effect
Starred values were filed as active, the others as inactive; ? = inconclusive; . = not tested or not shown; & = joins results of further samples. The list is partial, so the mix of outcomes need not match the whole.

SMILES	D2 agonist	D1 ag	D2 antag	D1 antag	TRHR enhancer	D1 PAM	D2 PAM	RXFP1 ag	RXFP1 antag
CCN1CCN(c2ccc(NC(=O)c3ccc(F)cc3)cc2Cl)CC1	0.5	13	-5	-40*	1	-17	-9	0.7%	-13
COCCn1c(SCC(=O)N2CCCCC2)nc2cccnc21	-0.1	-2	6	10	18	0	3	1.9%	-1
CC(C)(CNc1ccc([N+](=O)[O-])cc1C#N)N1CCOCC1	0.5	1	2	3	1	0	-3	3.8%	-9
Cc1ccc(NC(=O)c2[nH]cnc2C(=O)NN)cc1	1.9	1	-16	14	-1	-4	-8	0.7%	-22
O=C(Nc1c(C(=O)Nc2ccc(F)cc2)oc2ccccc12)c1ccccc1F	0.3	5	.	-17	1	-2	11	-0.2%	.
Cc1ccc2c(CC(=O)Nc3ccc(S(=O)(=O)N4CCC(C)CC4)cc3)coc2c1	.	2	.	-12	6	-1	13	-2.0%	-12
COc1cc(CNC(=O)c2ccc3nc(Cc4ccccc4)oc3c2)cc(OC)c1OC	1.1	12	.	-8	-2	-3	0	-0.2%	-23
CSc1ccccc1NC(=O)CN1c2ccccc2CC1C (stereo not drawn)	2.3	0	1	-22	4	-15	15	0.0%	0
COc1ccc(Nc2nc(-c3cccs3)nc3ccccc23)c(OC)c1	-0.1	1	23	2	-1	2	1	-0.2%	-14
Cc1ccc(CNC(=O)CCc2cn(Cc3ccc(C)cc3)c3ccccc23)cc1	-2.0	5	.	-2	-5	-3	.	3.4%	-10
CC12CCC(=O)N1C(C(=O)NNC(=O)COc1ccccc1F)CS2 (stereo not drawn)	-3.3	5	-45	4	-3	.	-10	1.6%	-3
O=C(COc1ccccc1)Nc1ccc(C(=O)N2CCCC2)cc1	5.9	1	4	11	4	-9	0	3.8%	2
CC(CC#CCN1CCOCC1)OCCC#N (stereo not drawn)	-0.1	8	-2	-2	-6	-3	-7	-0.1%	-12
CCCn1c(SCC(=O)N2CCc3ccccc3C2)nc2c1c(=O)n(C)c(=O)n2C	-0.6	-2	-2	-18	-1	-3	-5	?	4
Cc1cc(SCC(=O)Nc2c(C)n(C)n(-c3ccccc3)c2=O)nc2ccccc12	0.3	-1	-15	1	3	0	-6	5.5%	-1
O=C(O)CCc1ccc(S(=O)(=O)Nc2ccccc2C(=O)NCCc2ccccc2)cc1	-0.2	2	5	-3	-3	-8	6	-0.6%	-16
COc1ccc(-c2sc3cc(OC)c(OC)cc3c2C#CC2(O)CCCCC2)cc1	0.2	-1	-8	.	4	1	10	-0.6%	.
CCOC(=O)c1ccc2c(c1)N(Cc1cccc([N+](=O)[O-])c1)C(=O)c1ccccc1S2	0.2	7	.	-5	-4	2	9	1.9%	.
CC1=C(C)CC(C(=O)NNC(=O)c2cccc(Cl)c2)C(C(=O)O)C1 (stereo not drawn)	-0.2	1	-6	6	0	-2	1	2.1%	-9
CCn1cc(S(=O)(=O)c2ccccc2)c(=O)c2cc(F)c(N3CCCCCC3)cc21	0.2	2	.	12	4	3	-2	-0.4%	-39

Look-ups from the list:
Entry for COc1ccc(-c2sc3cc(OC)c(OC)cc3c2C#CC2(O)CCCCC2)cc1 in D1 ag: -1
Entry for CC(CC#CCN1CCOCC1)OCCC#N (stereo not drawn) in D1 PAM: -3
Entry for Cc1ccc(CNC(=O)CCc2cn(Cc3ccc(C)cc3)c3ccccc23)cc1 in D1 PAM: -3
Entry for CCn1cc(S(=O)(=O)c2ccccc2)c(=O)c2cc(F)c(N3CCCCCC3)cc21 in RXFP1 antag: -39

Remaining list, next part:
SMILES	D2 agonist	D1 ag	D2 antag	D1 antag	TRHR enhancer	D1 PAM	D2 PAM	RXFP1 ag	RXFP1 antag
CC1(C)CC(=O)C/C(=N/NC(=O)COc2ccc(Cl)cc2Cl)C1	0.8	2	0	-3	-2	-4	6	-0.5%	-5
Cc1ccccc1-n1c(SCC(=O)N2CCCC2)nnc1-c1ccccn1	-1.2	5	-12	-8	6	-6	-2	0.6%	-6
O=C(c1ccccc1Oc1ccc(C(F)(F)F)cc1[N+](=O)[O-])N1CCOCC1	2.2	2	8	8	-3	2	-7	0.9%	3
CC(=O)c1ccc(NC(=O)CCCN2C(=O)/C(=C/C(C)=C/c3ccccc3)SC2=S)cc1	0.1	1	3	-12	1	-2	17	0.1%	-14
CCN(CC)CCOC(=O)c1ccc(NC(=O)COc2cc(=O)n(CC)c3ccccc23)cc1	1.6	4	6	-25	3	-5	.	0.1%	-9
COc1ccc(-c2cc(C(=O)NCC3CCCO3)on2)cc1OC (stereo not drawn)	0.5	1	-5	7	2	3	-4	0.2%	-3
CCN(CC)c1ccc(NC(=O)CN2CCN(c3ccccc3OC)CC2)cc1	-5.6	-2	.	-16	8	0	-7	6.5%	?
O=C1C(Cl)=C(NS(=O)(=O)c2ccc([N+](=O)[O-])cc2)C(=O)c2ccccc21	1.3	0	-3	2	-3	1	2	-30%	-10
Cc1nnsc1C(=O)N/N=C/c1c(F)cccc1Cl	0.2	3	-13	7	-4	-2	5	-2.8%	-5
COc1cc(C(=O)Nc2cccc(-c3nc4cc(C)ccc4o3)c2)cc(OC)c1OC	0.6	1	4	-16	-2	-3	17	-0.9%	-8
C=CCNC(=S)N1CCN(c2ccccc2Cl)CC1	-0.6	4	-16	-21	-2	-1	-18	6.5%	0
COc1ccc(OC)c(NC(=O)c2ccno2)c1	0.6	2	-4	-13	6	-8	-1	-1.0%	-7
Cc1cc(=O)[nH]c2c1c(=O)[nH]n2C1CC(C)N(C)CC1C (stereo not drawn)	1.1	3	-9	-17	-5	-1	-1	0.1%	-1
CCOC(=O)CSc1nnc(CNC(=O)c2ccc(OC)cc2)n1-c1ccc(OC)cc1	0.2	0	-9	-4	1	17	2	-1.5%	-4
COc1ccc(NC(=S)Nc2cc(S(=O)(=O)N3CCCCC3)ccc2OC)cc1	0.1	1	-12	-18	3	-6	-4	-1.3%	.
COc1ccc(OCC(O)CON2C(=O)c3ccccc3C2=O)cc1 (stereo not drawn)	.	1	.	0	-3	-1	.	2.8%	2
O=C(NCc1ccccn1)c1ccc(Cl)s1	-0.3	3	9	-1	7	1	-3	-0.1%	26
Cc1ccc(S(=O)(=O)Nc2ccccc2F)cc1C(=O)NNC(=O)c1ccccc1O	0.2	1	-5	2	0	1	-3	-0.8%	9
O=C(Nc1ccc(S(=O)(=O)N2CCOCC2)cc1)c1ccc(CN2CCc3ccccc3C2)cc1	-0.7	26	-10	-27	2	-11	-10	-0.4%	-14
O=C(Nc1ccc(NC(=O)c2ccccc2)nc1)c1ccncc1	0.7	0	-12	4	-2	4	-1	2.6%	-6
CC(=O)c1ccc(N2CCN(C(=O)Nc3cn(CC(C)C)c(=O)c4ccccc34)CC2)cc1	-0.3	0	.	-5	-3	-5	-3	2.7%	.
CCc1ccc(NC(=O)Nc2ccccc2OCc2cc(=O)n3ccccc3n2)cc1	0.6	1	.	1	0	-2	-6	3.1%	10
CCOc1cc(C(=O)Nc2nnc(C)s2)cc(OCC)c1OCC	.	0	.	13	-1	5	5	-1.4%	7
Cc1cccc(NC(=S)NNC(=O)c2cc3c(s2)CCC(C)C3)c1C (stereo not drawn)	11	1	-1	0	-1	-5	-5	-0.5%	-34
Cc1c(OCC(=O)NCC(O)c2ccccc2)ccc2c3c(c(=O)oc12)CCCC3 (stereo not drawn)	-0.5	6	-10	-12	13	1	30	0.1%	15
CCCCN(CC)CCCNC(=O)c1cc2c(=O)[nH]c3ccccc3c2s1	1.8&1.7	2&2	12	1&1	3&-1	-5&0	5&1	3.9%&6.4%	-17&-2
Clc1ccccc1C1=Nn2c(nnc2-c2ccncc2)SC1	-0.5	2	-8	2	1	-1	3	5.6%	-3
COCCCNC(=O)Cn1cnc2sc(C)c(S(=O)(=O)N3CC(C)CC(C)C3)c2c1=O (stereo not drawn)	1.0	-1	-5	-3	12	-6	12	2.5%	-1
CCCn1c(CCC(=O)Nc2cc(C(=O)OC)cc(C(=O)OC)c2)nc2cccnc21	-1.2	4	.	-15	-8	-3	5	9.0%	-12
Cc1nc(N)c(C#N)c(-c2cccnc2)c1-c1ccccc1	4.0	0	-8	-3	1	-2	6	?	2
COc1ccc(-c2nnc(SCc3c(C)noc3C)o2)cc1	-0.5	2	-2	1	-3	-1	.	0.5%	-4
c1csc(-c2ccc3ccccc3n2)c1	-0.3	1	2	6	2	1	0	4.3%	-3
Nc1nnc(SCC(=O)OCC(=O)Nc2ccccc2)s1	0.8	2	-10	-1	-6	5	9	-0.1%	-7
Cc1ccc(C)c(Cc2c(C)nc(C)[nH]c2=O)c1	1.1	1	4	3	4	-1	6	4.0%	3
COCC(C)N=Cc1c(O)[nH]c2ccccc12 (stereo not drawn)	-0.7	3	6	-9	-4	-5	1	-0.4%	-14
Nc1ccn(Cc2ccccc2F)n1	0.0	6	-2	-12	11	-8	11	0.6%	-15

4 entries from above in a different format:
COc1ccc(-c2nnc(SCc3c(C)noc3C)o2)cc1
  D2 agonist: -0.5
  D1 ag: 2
  D2 antag: -2
  D1 antag: 1
  TRHR enhancer: -3
  D1 PAM: -1
  D2 PAM: .
  RXFP1 ag: 0.5%
  RXFP1 antag: -4
c1csc(-c2ccc3ccccc3n2)c1
  D2 agonist: -0.3
  D1 ag: 1
  D2 antag: 2
  D1 antag: 6
  TRHR enhancer: 2
  D1 PAM: 1
  D2 PAM: 0
  RXFP1 ag: 4.3%
  RXFP1 antag: -3
Nc1nnc(SCC(=O)OCC(=O)Nc2ccccc2)s1
  D2 agonist: 0.8
  D1 ag: 2
  D2 antag: -10
  D1 antag: -1
  TRHR enhancer: -6
  D1 PAM: 5
  D2 PAM: 9
  RXFP1 ag: -0.1%
  RXFP1 antag: -7
Cc1ccc(C)c(Cc2c(C)nc(C)[nH]c2=O)c1
  D2 agonist: 1.1
  D1 ag: 1
  D2 antag: 4
  D1 antag: 3
  TRHR enhancer: 4
  D1 PAM: -1
  D2 PAM: 6
  RXFP1 ag: 4.0%
  RXFP1 antag: 3

Entries listed so far printed as active in D1 antag.
canonical_smiles,D1 ag,D2 antag,D1 antag,TRHR enhancer,D1 PAM,D2 PAM,RXFP1 ag,RXFP1 antag
CCN1CCN(c2ccc(NC(=O)c3ccc(F)cc3)cc2Cl)CC1,13,-5,-40*,1,-17,-9,0.7%,-13
